From PubChem BioAssay
A549 viability – Nrf2 qHTS screen for inhibitors: counterscreen for cytotoxicity. actives 0.16% (n = 390,000). Potency, µM (top dose mostly 46 µM), for the others: top-dose activity change, negative = cytotoxicity, most hits filed as inhibitors. A549 ARE-Fluc cells, CellTiter-Fluor viability, 18-24 h. AID 504648, 2011; also: potency is read from the fitted curve at half-maximal effect; % is scaled to controls: 0 for no effect and ±100 for the full control effect
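A549 ARE-Fluc cells in 5% FBS OPTI-MEM, 5000 cells/well, rested 2 h then exposed to compounds in concentration-response for 18-24 h at 37 °C. Viability by CellTiter-Fluor fluorescence (Ex 405/Em 525) after 30 min; luciferase luminescence (BugLite, 15 min, RT) read afterwards.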
MmCpn inh – Inhibitors of TCP-1 ring complex (TRiC) of Methanococcus maripaludis (MmCpn): qHTS; Chaperonin Mm-Cpn (Methanococcus maripaludis); purified Mm-Cpn ATPase, ADP Transcreener TR-FRET; Potency, µM (series often up to 76.9 µM), without a hit: at the top dose activity, negative = inhibition, most hits filed as inhibitors; actives 0.031% (n = 330,000); also: potency is read from the fitted curve at half-maximal effect; % is scaled to controls: 0 for no effect and ±100 for the full control effect; nearly all actives have a fitted effect of over 80% in size
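Measured: ADP formation by purified Mm-CPN. Conditions: 25 nM protein, 10 uM ATP, Tris pH 7.4 with Mg2+, K+ and DTT, 37°C for 30 min. Detection: Transcreener HTRF after 30 min at room temperature.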
EPAC2 agonist – qHTS for Agonist of cAMP-regulated guanine nucleotide exchange factor 4 (EPAC2): primary screen | Potency, µM (highest dose often 154 µM), without a hit: at the highest dose activation, most hits filed as activators | Rap guanine nucleotide exchange factor 4 (Homo sapiens), Q8WZA2 | AID 720711, 2013 | actives 0.079% (n = 360,000) | EPAC2 activation, biochemical qHTS; response scale: 100% = 6.5 mM cAMP response; also: potency is read from the fitted curve at half-maximal effect; nearly all actives have a fitted effect of over 50% in size
Target sequence (Q8WZA2 whole entry, looked up): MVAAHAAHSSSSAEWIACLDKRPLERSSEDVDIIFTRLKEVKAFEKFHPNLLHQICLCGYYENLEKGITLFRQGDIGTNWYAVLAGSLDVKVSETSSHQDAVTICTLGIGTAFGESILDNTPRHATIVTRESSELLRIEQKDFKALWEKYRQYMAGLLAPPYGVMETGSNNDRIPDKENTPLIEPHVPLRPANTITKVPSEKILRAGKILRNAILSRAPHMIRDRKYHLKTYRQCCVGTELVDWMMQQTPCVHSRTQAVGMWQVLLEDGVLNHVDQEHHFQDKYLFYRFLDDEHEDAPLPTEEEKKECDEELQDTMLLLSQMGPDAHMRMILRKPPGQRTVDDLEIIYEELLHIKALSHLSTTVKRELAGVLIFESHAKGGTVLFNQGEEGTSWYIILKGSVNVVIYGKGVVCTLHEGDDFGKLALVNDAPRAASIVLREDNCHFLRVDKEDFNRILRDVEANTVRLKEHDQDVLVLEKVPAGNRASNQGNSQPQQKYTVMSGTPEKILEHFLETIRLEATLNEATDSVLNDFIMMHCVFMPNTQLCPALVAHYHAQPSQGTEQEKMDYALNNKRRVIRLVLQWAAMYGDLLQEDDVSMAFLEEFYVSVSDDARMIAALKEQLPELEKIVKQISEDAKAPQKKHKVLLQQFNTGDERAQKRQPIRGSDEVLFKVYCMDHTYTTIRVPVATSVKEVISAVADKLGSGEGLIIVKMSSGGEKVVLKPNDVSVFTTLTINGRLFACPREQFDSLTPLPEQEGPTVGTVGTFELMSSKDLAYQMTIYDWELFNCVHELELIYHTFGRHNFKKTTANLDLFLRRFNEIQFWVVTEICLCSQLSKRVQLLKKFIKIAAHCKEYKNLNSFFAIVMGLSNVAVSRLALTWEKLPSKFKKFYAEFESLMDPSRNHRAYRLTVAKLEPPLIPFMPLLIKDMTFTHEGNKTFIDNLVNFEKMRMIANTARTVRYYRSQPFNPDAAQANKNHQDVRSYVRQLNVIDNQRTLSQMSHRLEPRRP
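Compounds were added across a concentration range to EPAC2 (100 nM), RAP1B-BODIPY-GDP (250 nM) and GDP (50 uM). After 5 min at room temperature, fluorescence was recorded at 5-min intervals for 30 min.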
pAkt inh – HTS Assay for Inhibitors of Akt Phophorylation: Primary Screen. Neuro2A IGF-stimulated pAkt S473 HTRF, 20 min; active compounds read low. activity change, % for hits at 50 µM. actives 0.32% (n = 360,000). AID 651550, 2012; in the data active = activity change below about -80%; inconclusive = mostly about -51% to -80%; also: % is scaled to controls: 0 for no effect and ±100 for the full control effect
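Neuro2A cells (4,500/well, DMEM with 0.5% FBS) were treated with compound at a single 50 µM final concentration, stimulated with 6 nM IGF for 20 min at 37 °C, and lysed. Phospho-Akt Ser473 was read by HTRF as 665/615 ratio ×10^4.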
CCT chaperon mod – High-Throughput Screening for Modulators of Cytosolic Chaperonin Activity; purified chaperonin ATPase assay, HTRF ADP detection, 30 min; activity change, % (no concentration beside the values), hits read low; actives 0.3% (n = 360,000); in the data active = activity change below about -30%; also: % is scaled to controls: 0 for no effect and ±100 for the full control effect
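We incubate TRiC, 40 or 20 nM final, with library compounds at 76 uM and 10 uM ATP for 30 min at 37 °C. ADP formed is detected with Transcreener HTRF reagents after 30 min at room temperature.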
TGFb SMAD3 inh – qHTS for Inhibitors of TGF-b. HepG2 CAGA-GFP TGF-b/SMAD3 reporter, GFP fluorescence, 18 h; TGF-beta stimulated, 500 pg/mL final. Potency, µM (top dose mostly 46.1 µM), for inactives: top-dose activity, negative = inhibition, actives largely listed as inhibitors. actives 1.2% (n = 410,000); also: potency is read from the fitted curve at half-maximal effect; % is scaled to controls: 0 for no effect and ±100 for the full control effect; nearly all actives have a fitted effect of over 65% in size
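First, reporter cells (HEPG2 CAGA-GFP) rested 2 h at 37 degrees C. Next, compounds were pinned in and TGF-beta added to 500 pg/mL final. After 18 h, GFP was imaged per cell and summed per well.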
Nrf2 inh – Nrf2 qHTS screen for inhibitors. A549 ARE-Fluc reporter, luciferase luminescence, 18-24 h. Potency, µM (highest dose often 46 µM), inactives show at the top dose activity change, negative = inhibition, most hits filed as inhibitors. actives 2.1% (n = 360,000); also: potency is read from the fitted curve at half-maximal effect; % is scaled to controls: 0 for no effect and ±100 for the full control effect; nearly all actives have a fitted effect of over 60% in size
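In this cell-based qHTS, ARE-driven firefly luciferase in A549 cells reports Nrf2 activity; the luminescent signal after BugLite lysis is the measured value, with a prior CellTiter-Fluor read for cell health.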
Nrf2 activator – qHTS of Nrf2 Activators; AREc32 ARE-luciferase reporter (MCF7-derived line), luminescence, 24 h; Potency, µM (titrated, usually from 46.1 µM), for the others: top-dose activation, hits mostly activators; actives 0.31% (n = 410,000); AID 624171, 2012; also: potency is read from the fitted curve at half-maximal effect; % of control where 0% means no effect; nearly all actives have a fitted effect of over 65% in size
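For detection, Steady-Glo was added and plates sat 30 min at RT; before that, AREc32_Fluc cells grown overnight in OPTI-MEM/5% FBS had been treated with 23 nL compound for 24 hr at 37 deg C.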
EPAC2 antagonist – qHTS for Antagonist of cAMP-regulated guanine nucleotide exchange factor 2 (EPAC2): primary screen; Rap guanine nucleotide exchange factor 4 (Homo sapiens), Q8WZA2; EPAC2 GEF exchange of Rap1B-BODIPY-GDP, fluorescence; Potency, µM (highest dose often 114 µM), inactives show at the highest dose activity, negative = inhibition, usual class: inhibitors; actives 0.18% (n = 360,000); AID 720708, 2013; also: potency is read from the fitted curve at half-maximal effect; % is scaled to controls: 0 for no effect and ±100 for the full control effect; nearly all actives have a fitted effect of over 45% in size; many of its hits are not listed in these tables
Numbers without * were called inactive; i = inactive; ? = inconclusive; . = not tested or not shown; & = joins results of further samples; [ ] = remark or other dose. Unless noted, calls follow the shape of the dose curve; as a rule, active = well fitted curve in the direction sought with a large enough effect; inconclusive = small, poorly fitted or top-dose-only effect, or another doubt; inactive = no such curve, though single readings can be large; an effect the other way counts as inactive or inconclusive. An excerpt (hit frequency here may not be typical).

SMILES	A549 viability	MmCpn inh	EPAC2 agonist	pAkt inh	CCT chaperon mod	TGFb SMAD3 inh	Nrf2 inh	Nrf2 activator	EPAC2 antagonist
COc1cccc2cc(-c3nnc(SCC(=O)Nc4cc(C(F)(F)F)ccc4Cl)n3N)oc12	-8%	-1%	-5%	i	-1.5	-4%	-1%	0.2%	4%
OC(COc1cccc2ccccc12)CN1CCN(c2cccc(Cl)c2)CC1 (stereo not drawn)	-1%	-1%	10%	i	1.0	-10%	-2%	0.1%	-14%
Oc1ccc(/C=N/Nc2nc(N3CCCCCC3)nc(N3CCCCCC3)n2)c(O)c1	-18%	1%	0%	i	-1.6	?	15µM*	-1.6%	-16%
O=C(O)/C=C/C(=O)Nc1ccc(OC(F)(F)F)cc1	0%	0%	7%	i	-0.4	-1%	0%	-0.1%	3%
C[C@@H]1CN([C@@H](C)CO)C(=O)CCCn2nncc2CO[C@H]1CN(C)Cc1ccc(Oc2ccccc2)cc1	.	.	-2%	i	1.7	-25%	.	2.7%	-4%
Cn1c(C(=O)N2CCCCCC2)cc2c(=O)n(C)c3ccccc3c21	2%	-8%	9%	i	-0.5	?	6%	-0.5%	-11%
Cc1cnc(C(=O)N2CCCC(N3CCN(c4ccccc4C)CC3)C2)cn1 (stereo not drawn)	1%	?	-5%	i	-0.9	9%	?	-0.5%	11%
COc1ccc(OC)c(N2C(=O)C(Cl)=C(N3CCCCC3)C2=O)c1	-1%	0%	8%	i	-2.1	14%	.	-0.5%	-8%
COc1cc(Cl)c(C)cc1NC(=O)CCc1c(C)nc2c3cccnc3nn2c1C	-7%	.	.	.	.	-23%	11%	0.3%	.
COc1ccc2oc(=N)c(C(=O)Nc3ccccc3)cc2c1	-6%	0%	-1%	i	-3.9	185%[activator]	?	1.0%	1%
Cc1csc(NC(=O)CCc2nc3ccccc3s2)n1	-3%	-1%	7%	i	1.5	-5%	28%	3.0%	-11%
CCOC(=O)C1CCN(Cc2c(C(=O)N3CCOCC3)nc3c(C)cccn23)CC1	4%	3%	8%	i	0.7	1%	6%	0.0%	20%
CCN(CCCNC(=O)Cn1ncc2c3ccccc3n(C)c2c1=O)Cc1ccccc1	1%	.	.	.	.	-1%	?	-0.6%	.
CC1Cc2ccccc2N1C(=O)CSc1nnnn1Cc1ccccc1 (stereo not drawn)	6%	-2%	0%	i	-0.9	-1%	0%	-0.2%	-3%
CCOC(=O)N1CCN(S(=O)(=O)c2ccc3c(c2)C(C)C(=O)N3)CC1 (stereo not drawn)	-2%	1%	8%	i	0.2	4%	?	-0.5%	2%
O=C(Cn1nnc2c(sc3nc4c(c(-c5ccccc5)c32)CCC4)c1=O)c1ccccc1	-13%	.	7%	i	-0.9	-24%	1%	-0.1%	5%
O=C1N(c2ccccc2)C2CS(=O)(=O)CC2N1c1ccc(Cl)c(Cl)c1 (stereo not drawn)	-5%	1%	-1%	i	-0.2	-17%	9%	0.1%	2%
COc1ccc(-c2ccc(NC(=O)c3ccco3)cc2)nn1	-2%	-4%	5%	i	0.1	-11%	-22%	-1.1%	-4%
O=C(NCC1CCCCC1)c1ccc2nc([C@H]3C[C@H](O)[C@@H](CO)O3)[nH]c2c1	.	.	-7%	i	-0.4	27%	.	-0.4%[9.22 µM]	16%
CCC(Sc1ncccc1C(=O)OCCN1CCCC1=O)C(=O)NCc1ccco1 (stereo not drawn)	17%	-1%	6%	i	-1.2	-7%	5%	0.4%	-1%
CCOc1ccc(NC(=O)CC2C(=O)Nc3ccccc3N2C(=O)c2ccccc2)cc1 (stereo not drawn)	-2%	-2%	3%	i	-4.2	23%	3%	-0.2%	-5%
COc1ccc2c(-c3ccccc3)cc(SCC(=O)NC(N)=O)nc2c1	0%	-4%	2%	i	0.5	-5%	-23%	3.8%	6%
COc1ccccc1NC(=O)c1c([N+](=O)[O-])c(C(C)(C)C)nn1C	6%	-9%	19%	i	-0.1	-17%	6%	0.0%	2%
Cn1c(=O)n(Cc2ccccc2Cl)c(=O)c2c1[nH]c(=S)n2C	1%	2%	1%	i	0.4	-11%	-4%	0.2%	-23%
Cc1ccc(O)c(N=Nc2ccc(S(=O)(=O)N3CCOCC3)cc2)c1	-1%	-5%	-9%	i	2.2	-1%	-5%	6.3%	8%

The closing 2 records of the section above open the next one:
SMILES	A549 viability	MmCpn inh	EPAC2 agonist	pAkt inh	CCT chaperon mod	TGFb SMAD3 inh	Nrf2 inh	Nrf2 activator	EPAC2 antagonist
Cn1c(=O)n(Cc2ccccc2Cl)c(=O)c2c1[nH]c(=S)n2C	1%	2%	1%	i	0.4	-11%	-4%	0.2%	-23%
Cc1ccc(O)c(N=Nc2ccc(S(=O)(=O)N3CCOCC3)cc2)c1	-1%	-5%	-9%	i	2.2	-1%	-5%	6.3%	8%
COc1ccc(OC)c(C(O)c2ncc(-c3ccccc3OC)[nH]2)c1 (stereo not drawn)	.	.	2%	i	0.4	-10%	.	3.5%	-5%
CC12CCC(C(=O)Nc3ccc(Br)cn3)(OC1=O)C2(C)C (stereo not drawn)	3%	0%	3%	i	-0.1	0%	4%	-0.1%	9%
COc1ccc(-c2coc3cc4oc(=O)cc(-c5ccccc5)c4cc23)cc1F	-18%	-2%	4%	i	-4.9	?	?	0.7%	-4%
COC(=O)CCSCC(=O)N1N=C(c2ccc(OC)cc2)CC1c1cccc(OC)c1OC (stereo not drawn)	13%	1%	10%	i	-0.5	-13%	20%	0.3%	-19%
CC(C)C(=O)NC(c1cccc([N+](=O)[O-])c1)c1ccc2cccnc2c1O (stereo not drawn)	-12%	1%	4%	i	0.2	3.5µM*	?	0.0%	-10%
CCCCN(CCCC)CC(O)COc1ccccc1C(=O)Nc1ccccc1 (stereo not drawn)	0%	0%	5%	i	-6.6	?	-10%	0.6%	-4%
O=C(Nc1cccc(C(F)(F)F)c1)c1cc2c(s1)-c1ccccc1OC2	1%	-12%	7%	i	-0.5	-15%	0%	-0.6%	-4%
CN1CCN(C(=O)c2ccc(-c3cnn(C)c3)c3ccoc23)CC1	.	.	6%	i	1.2	12%	.	2.3%	0%
CS/C(N)=N/N=C/c1ccc([N+](=O)[O-])cc1	-18%	1%	-5%	i	-0.4	29%	11%	3.2%	-5%
Cn1c(=O)c2c(ncn2CCOc2cccc(Br)c2)n(C)c1=O	-14%	-6%	-2%	i	-4.9	?	?	0.2%	-1%
Cc1cccc(NC(=O)Nc2ccc(C#N)cc2)n1	-10%	-7%	16%	i	1.5	2.5µM*	?	7.0%	-12%
CC(=O)c1ccc(NC(=O)Nc2ccc3c(c2)nc(C)n3C)cc1	-2%	2%	12%	i	-0.1	?	?	4.3%	6%
CCn1c(C)nc2cc(C(=O)N/N=C/c3ccc(O)cc3)ccc21	-1%	-1%	0%	i	1.2	4%	14%	3.9%	15%
COc1ccc(NC(=O)Nc2ccc(F)cc2)c(C)c1	-1%	0%	8%	i	-0.3	8%	-2%	2.5%	9%[57.1 µM]
Cc1cc(-c2nnc(SCC(=O)c3ccc4c(c3)OCCO4)o2)no1	-2%	-1%	5%	i	-0.2	8%	10%	0.5%	12%
CCN(CC)c1cc(C)c2cc(NC(=O)c3ccccc3OC)ccc2n1	?	1%	10%	i	3.3	-1%&0%	?	0.1%&2.4%	-15%
NCc1csc(NC(=O)Nc2cccc(C(F)(F)F)c2)n1	.	.	10%	i	-2.7	?	.	10%	8%
COc1ccc(C(=O)Nc2c(N)nc(SCC(=O)N3CCC(C)CC3)[nH]c2=O)cc1OC	2%	0%	10%	i	-3.5	-4%	-3%	0.5%	2%
Cc1cc(NC(=O)CSc2ccc3nnc(CCNC(=O)c4ccccc4)n3n2)no1	1%	-1%	3%	i	-0.4	10%	13%	-0.3%	5%
O=C(Nc1ccc2c(c1)C(=O)NC2=O)c1cccc(C(F)(F)F)c1	-4%	-16%	10%	i	-1.8	5%	-11%	?	-1%
COc1ccc(C2C(C(=O)N3CCC(C(N)=O)CC3)CC(=O)N2c2ccc(OC)cc2)cc1 (stereo not drawn)	1%	1%	2%	i	-2.2	3%	-9%	0.0%	1%
Cc1n[nH]c(C)c1S(=O)(=O)N1CCCC(C(=O)NC2CCCCC2)C1 (stereo not drawn)	1%	-3%	3%	i	0.9	-14%	19%	0.1%	0%
c1ccc(NCCCNc2ccccc2)cc1	10%	-2%	-2%	i	-0.4	17%	.	1.8%	9%
O=C(Cc1ccccc1)N1CCN(C(=O)c2cccs2)CC1	-7%	-3%	3%	i	-1.1	7%	6%	1.7%	-4%

4 entries from above in a different format.
Order of values – A549 viability, MmCpn inh, EPAC2 agonist, pAkt inh, CCT chaperon mod, TGFb SMAD3 inh, Nrf2 inh, Nrf2 activator, EPAC2 antagonist
c1ccc(NCCCNc2ccccc2)cc1
    10%, -2%, -2%, i, -0.4, 17%, ., 1.8%, 9%
Cn1c(=O)c2c(ncn2CCOc2cccc(Br)c2)n(C)c1=O
    -14%, -6%, -2%, i, -4.9, ?, ?, 0.2%, -1%
CCC(Sc1ncccc1C(=O)OCCN1CCCC1=O)C(=O)NCc1ccco1 (stereo not drawn)
    17%, -1%, 6%, i, -1.2, -7%, 5%, 0.4%, -1%
CN1CCN(C(=O)c2ccc(-c3cnn(C)c3)c3ccoc23)CC1
    ., ., 6%, i, 1.2, 12%, ., 2.3%, 0%
